Screening data deposited in PubChem by several laboratories.
Efa HMGR inh = blocks class II HMG-CoA reductase of Enterococcus faecalis; purified E. faecalis HMGR, NADPH absorbance 340 nm kinetic; hit rate 0.41% among 190,000; inhibition, % at 10 µM;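 active = inhibition above a set limit, the median over all tested compounds plus 3 SD, cut at about 9.5% in these data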;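 also: enzyme runs in reverse so mevalonate oxidation gives rising NADPH absorbance; 0% = complete reaction with DMSO and 100% = background rate lacking mevalonate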
STAT3 activator = increases IL-6 driven STAT3 reporter signal; U3A cells, IL-6 STAT3-luciferase reporter, luminescence; 100% = signal with IL-6 EC80 alone; activation (% of control), % at 5.6 µM; hit rate 0.91% among 190,000; AID 871;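 active = activation above the screen-wide mean of compound activation plus 3 SD, cut at about 130% in these data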;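 also: 0% = background luminescence of wells with medium and substrate only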
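Material: human U3A cells carrying STAT3-luciferase construct. Measured by: reporter luminescence signal. Timing: compound 1 h, then IL-6 6 h at 37 °C.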
APP 5'UTR act = activates APP 5'UTR luciferase reporter; activation, % at 2 µM; SH-SY5Y APP 5'UTR luciferase reporter, luminescence; zero percent = DMSO vehicle wells; hit rate 1% among 190,000;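 active = activation above a set limit, based on mean plus 3 SD of controls, cut at about 140% in these data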; also: values of inactives mirror those of a sister screen read the other way
Redox H2O2 prof = compounds producing H2O2 with reducing agent – biochemical, NIH compound library profiling, artefact control for MLSCN library redox annotation, primary screen; AID 878; activation, % at 10 µM; hit rate 0.03% among 200,000; DTT-dependent redox cycling H2O2, phenol red/HRP absorbance; 100% = 100 µM peroxide control, 0% = buffer;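 active = activation of at least 50% relative to the plate's high and low controls in the primary single-dose screen; inactive = activation below 50%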;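 also: compound incubated with DTT at 0.8 mM final as the reducing agent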
STAT1 blocker = reduces IFN-gamma driven STAT1 reporter signal; NIH 3T3 STAT1-luciferase reporter, luminescence; inhibition, % at 5.5 µM; hit rate 0.35% among 200,000; AID 920;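 active = inhibition above a set limit, the mean inhibition across all tested compounds plus 3 SD, cut at about 34% in these data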;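 also: 0% = IFN-gamma with DMSO and 100% = IFN-gamma with 300 µM nifuroxazide; values of inactives mirror those of a sister screen read the other way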
Hsp70 activator = Hsp70 transcriptional activation, primary screen; hit rate 0.04% among 200,000; activation, % at 10 µM; HeLa Hsp70 promoter luciferase reporter, luminescence; scaled: vehicle 0, proteasome-inhibitor control 100%;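 active = activation above the mean across all tested compounds plus 3 SD, cutoff set per campaign, cut at about 5.5% in these data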;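 also: 100% = MG132 at 30 µM as the positive control and 0% = DMSO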
STAT1 activator = STAT1 signaling activation; NIH 3T3 STAT1-luciferase reporter, IFN-gamma, luminescence; 100% = IFN-gamma alone, no compound; activation (% of control), % at 5.5 µM; hit rate 2.6% among 200,000; AID 932;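 active = activation above the screen-wide mean activation plus 3 SD, cut at about 130% in these data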;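 also: raw ratio to IFN-gamma control signal so 100% means no change and 0% no light; values of inactives mirror those of a sister screen read the other way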
STAT3 inh = reduces IL-6 driven STAT3 reporter signal; inhibition, % at 5.5 µM; U3A cells, IL-6 STAT3-luciferase reporter, luminescence; host cell line lacks STAT1; hit rate 0.89% among 190,000;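 active = inhibition above the mean inhibition across all screened compounds plus 3 SD, cut at about 44% in these data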;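 also: 0% = DMSO only wells and 100% = 100 µM nifuroxazide control wells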
TLR4 MyD88 comp = blocks binding of human TLR4 to MyD88. HeLa CL3-4 TLR4/MyD88 BLA complementation, FRET ratio. inhibition, % at 8.4 µM. hit rate 0.18% among 200,000. AID 861; in the data active = inhibition above about 25%;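 also: 0% = vehicle and 100% = reference inhibitor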
Target sequence (O00206 whole entry, looked up): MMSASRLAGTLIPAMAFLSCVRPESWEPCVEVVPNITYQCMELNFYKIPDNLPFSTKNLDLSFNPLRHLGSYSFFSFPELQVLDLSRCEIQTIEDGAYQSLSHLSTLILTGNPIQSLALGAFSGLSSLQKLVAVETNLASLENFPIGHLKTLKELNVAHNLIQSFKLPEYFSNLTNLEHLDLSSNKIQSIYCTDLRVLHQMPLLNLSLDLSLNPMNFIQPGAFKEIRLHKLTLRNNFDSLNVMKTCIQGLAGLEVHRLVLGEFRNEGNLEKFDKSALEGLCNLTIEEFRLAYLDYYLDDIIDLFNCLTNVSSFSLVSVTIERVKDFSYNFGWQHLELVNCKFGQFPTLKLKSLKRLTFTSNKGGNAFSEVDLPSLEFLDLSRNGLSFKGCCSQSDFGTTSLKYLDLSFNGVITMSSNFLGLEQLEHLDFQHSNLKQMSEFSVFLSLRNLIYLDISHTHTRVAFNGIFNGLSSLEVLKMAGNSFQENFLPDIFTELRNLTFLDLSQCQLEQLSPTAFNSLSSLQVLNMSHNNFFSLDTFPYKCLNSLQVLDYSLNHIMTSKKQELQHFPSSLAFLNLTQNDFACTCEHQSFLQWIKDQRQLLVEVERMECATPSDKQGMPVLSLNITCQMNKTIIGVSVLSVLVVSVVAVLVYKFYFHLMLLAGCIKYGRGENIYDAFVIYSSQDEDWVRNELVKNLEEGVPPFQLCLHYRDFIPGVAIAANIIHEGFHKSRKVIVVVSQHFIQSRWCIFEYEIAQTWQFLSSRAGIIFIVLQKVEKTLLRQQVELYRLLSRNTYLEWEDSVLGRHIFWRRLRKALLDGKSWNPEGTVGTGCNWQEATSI
Target sequence (Q99836 whole entry, looked up): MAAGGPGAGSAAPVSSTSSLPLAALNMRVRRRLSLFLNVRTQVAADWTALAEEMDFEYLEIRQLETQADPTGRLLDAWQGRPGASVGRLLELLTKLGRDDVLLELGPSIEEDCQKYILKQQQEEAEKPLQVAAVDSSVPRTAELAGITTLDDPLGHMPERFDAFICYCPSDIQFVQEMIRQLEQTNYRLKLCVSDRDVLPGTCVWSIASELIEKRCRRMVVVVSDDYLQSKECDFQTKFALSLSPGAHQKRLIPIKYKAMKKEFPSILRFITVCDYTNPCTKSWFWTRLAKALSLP
NF-kB expr up = compounds increasing NF-kB expression in human neuronal cells; hit rate 1.6% among 190,000; fold change at 12.5 µM; NF-kB reporter expression; stronger effect = higher value; in the data active = fold change above about 3.3
* = called active by the depositor. Compounds as they come; 5.6% or so of the library scored in one or more.

What do the screens show for `CC(C)C(=O)Nc1ccc(C(=O)NNC(=O)C(c2ccccc2)c2ccccc2)cc1`?
Efa HMGR inh: -1; STAT3 activator: 98; APP 5'UTR act: -1; Redox H2O2 prof: -9.3; STAT1 blocker: -1; Hsp70 activator: 0.0; STAT1 activator: 101; STAT3 inh: 10; TLR4 MyD88 comp: -1; NF-kB expr up: 1

What do the screens show for `NS(=O)(=O)c1ccc(CCNC(=O)CCCOc2ccccc2)cc1`?
Efa HMGR inh: -2; STAT3 activator: 97; APP 5'UTR act: -1; Redox H2O2 prof: -0.8; STAT1 blocker: 8; Hsp70 activator: -0.4; STAT1 activator: 92; STAT3 inh: 6; TLR4 MyD88 comp: -19; NF-kB expr up: 0.92

How did CCOC(=O)N1CCN(S(=O)(=O)c2ccc(C(=O)Nc3nc4c(s3)CC(C)CC4)cc2)CC1 (stereo not drawn) do in these assays?
Efa HMGR inh: -8; STAT3 activator: 99; APP 5'UTR act: 12; Redox H2O2 prof: 1.5; STAT1 blocker: -4; Hsp70 activator: 0.0; STAT1 activator: 104; STAT3 inh: 4; TLR4 MyD88 comp: -7; NF-kB expr up: 1.1

How did CC(=O)C1C(c2ccco2)c2c(noc2C)CC1(C)O (stereo not drawn) do in these assays?
Efa HMGR inh: -8; STAT3 activator: 102; APP 5'UTR act: 9; Redox H2O2 prof: -0.3; STAT1 blocker: -3; Hsp70 activator: 0.0; STAT1 activator: 106; STAT3 inh: -2; TLR4 MyD88 comp: -12; NF-kB expr up: 0.96

How did Cc1nc2nc[nH]n2c(=O)c1NS(=O)(=O)c1ccc(F)cc1 do in these assays?
Efa HMGR inh: 1; STAT3 activator: 97; APP 5'UTR act: -10; Redox H2O2 prof: -3.0; STAT1 blocker: -3; Hsp70 activator: -0.4; STAT1 activator: 100; STAT3 inh: 5; TLR4 MyD88 comp: 0; NF-kB expr up: 1.1

Results for CCN(CC)C(=O)N1CCN(Cc2ccc3c(c2)OCO3)CC1 ?
Efa HMGR inh: -1; STAT3 activator: 106; APP 5'UTR act: -6; Redox H2O2 prof: -0.2; STAT1 blocker: -12; Hsp70 activator: 0.3; STAT1 activator: 109; STAT3 inh: 2; TLR4 MyD88 comp: -3; NF-kB expr up: 1.2

Results for O=C(O)c1ccc(/C=N/NC(=O)c2cc(-c3cccs3)nc3ccccc23)cc1 ?
Efa HMGR inh: 3; STAT3 activator: 110; APP 5'UTR act: 7; Redox H2O2 prof: 0.0; STAT1 blocker: 3; Hsp70 activator: 0.1; STAT1 activator: 98; STAT3 inh: -14; TLR4 MyD88 comp: -6; NF-kB expr up: 1.3

What do the screens show for `COc1ccc2nc(NC(=O)C(NS(=O)(=O)c3cccc4nsnc34)C(C)C)sc2c1` (stereo not drawn)?
Efa HMGR inh: -3; STAT3 activator: 111; APP 5'UTR act: -10; Redox H2O2 prof: -0.9; STAT1 blocker: -8; Hsp70 activator: -0.3; STAT1 activator: 107; STAT3 inh: -4; TLR4 MyD88 comp: 4; NF-kB expr up: 0.99

What do the screens show for `Cc1cc(/C=N/NC(=O)c2ccsc2)c(C)n1-c1cnccn1`?
Efa HMGR inh: 7; STAT3 activator: 113; APP 5'UTR act: 56; Redox H2O2 prof: -0.8; STAT1 blocker: -4; Hsp70 activator: -0.1; STAT1 activator: 102; STAT3 inh: -14; TLR4 MyD88 comp: 8; NF-kB expr up: 1.6

How did CC(C)(C)S(=O)(=O)/C(C#N)=N/Nc1ccc(S(C)(=O)=O)cc1 do in these assays?
Efa HMGR inh: -1; STAT3 activator: 93; APP 5'UTR act: -17; Redox H2O2 prof: -1.2; STAT1 blocker: 16; Hsp70 activator: 0.1; STAT1 activator: 85; STAT3 inh: 12; TLR4 MyD88 comp: 7; NF-kB expr up: 1.1

What do the screens show for `Cc1ccc(C2CC(C(F)F)n3ncc(C(=O)Nc4cnn(Cc5ccccc5C)c4)c3N2)cc1` (stereo not drawn)?
Efa HMGR inh: -3; STAT3 activator: 103; APP 5'UTR act: 2; Redox H2O2 prof: 3.9; STAT1 blocker: 5; Hsp70 activator: -0.2; STAT1 activator: 95; STAT3 inh: 1; TLR4 MyD88 comp: 4; NF-kB expr up: 0.82

What do the screens show for `CC(C)(C)c1ccc(C(=O)NCC(=O)OCC(=O)Nc2ccc3c(c2)OCCO3)cc1`?
Efa HMGR inh: 1; STAT3 activator: 96; APP 5'UTR act: -11; Redox H2O2 prof: -0.2; STAT1 blocker: -9; Hsp70 activator: -0.3; STAT1 activator: 108; STAT3 inh: 6; TLR4 MyD88 comp: -1; NF-kB expr up: 1.2

What do the screens show for `O=C(Nc1ccc2c(c1)OCO2)C1CCN(C(=O)c2ccc(Br)cc2)CC1`?
Efa HMGR inh: -4; STAT3 activator: 104; APP 5'UTR act: 14; Redox H2O2 prof: -0.5; STAT1 blocker: -14; Hsp70 activator: 1.0; STAT1 activator: 113; STAT3 inh: 5; TLR4 MyD88 comp: -5; NF-kB expr up: 1.3

Results for CC(=O)Nc1ccc(C(=O)NCCCOC(C)C)cc1 ?
Efa HMGR inh: -3; STAT3 activator: 102; APP 5'UTR act: 9; Redox H2O2 prof: -0.9; STAT1 blocker: 4; Hsp70 activator: -0.4; STAT1 activator: 95; STAT3 inh: 0; TLR4 MyD88 comp: 0; NF-kB expr up: 1

How did CC1(C)CC(=O)C2(CC3=C(CC(C)(C)CC3=O)O2)C(=O)C1 do in these assays?
Efa HMGR inh: -1; STAT3 activator: 106; APP 5'UTR act: 11; Redox H2O2 prof: 1.1; STAT1 blocker: -4; Hsp70 activator: 0.3; STAT1 activator: 104; STAT3 inh: -1; TLR4 MyD88 comp: 2; NF-kB expr up: 1.1

Results for Cc1onc(-c2c(F)cccc2Cl)c1C(=O)N1C=CC(C(F)(F)F)=NCC1 ?
Efa HMGR inh: -2; STAT3 activator: 104; APP 5'UTR act: 8; Redox H2O2 prof: 0.5; STAT1 blocker: 5; Hsp70 activator: 1.6; STAT1 activator: 92; STAT3 inh: 5; TLR4 MyD88 comp: 0; NF-kB expr up: 1.6

Results for Cc1ccccc1Nc1nnc(SCC(=O)N(C)C2CCS(=O)(=O)C2)s1 (stereo not drawn) ?
Efa HMGR inh: 1; STAT3 activator: 102; APP 5'UTR act: -9; STAT1 blocker: -1; Hsp70 activator: -0.2; STAT1 activator: 101; STAT3 inh: -2; TLR4 MyD88 comp: 6; NF-kB expr up: 0.96

What do the screens show for `c1ccc(OCCSc2ncnc3nc[nH]c23)cc1`?
STAT3 activator: 91; APP 5'UTR act: 3; Redox H2O2 prof: -0.5; STAT1 blocker: -6; Hsp70 activator: -0.3; STAT1 activator: 105; STAT3 inh: 18; TLR4 MyD88 comp: 3

What do the screens show for `C#CCOCCOCCOCCNc1nc(N2CCN(C(=O)[C@H](CCC(=O)O)n3cc(C(N)CC(C)C)nn3)CC2)nc(N2CCN(C(=O)[C@H](CCC(=O)O)n3cc(C(N)CC(C)C)nn3)CC2)n1` (stereo partly drawn)?
Efa HMGR inh: -5; APP 5'UTR act: 9; Redox H2O2 prof: -0.2; STAT1 blocker: 3; Hsp70 activator: -0.2; STAT1 activator: 99; TLR4 MyD88 comp: 11; NF-kB expr up: 1.2

Results for Cc1cccc(C)c1Nc1nnc(SCC(=O)NC(=O)c2cccn2C)s1 ?
Efa HMGR inh: -4; STAT3 activator: 95; APP 5'UTR act: -16; Redox H2O2 prof: 0.2; STAT1 blocker: 4; Hsp70 activator: -0.3; STAT1 activator: 97; STAT3 inh: 6; TLR4 MyD88 comp: 6; NF-kB expr up: 1.1

How did COc1ccc(-c2ccc(=O)n(Cc3cccc([N+](=O)[O-])c3)n2)cc1 do in these assays?
Efa HMGR inh: -2; STAT3 activator: 120; APP 5'UTR act: -9; Redox H2O2 prof: -0.2; STAT1 blocker: 0; Hsp70 activator: -0.2; STAT1 activator: 98; STAT3 inh: -12; TLR4 MyD88 comp: -14; NF-kB expr up: 1

Results for CCOC(=O)c1[nH]c2ccccc2c1NC(=O)c1nonc1C ?
Efa HMGR inh: -4; STAT3 activator: 131; APP 5'UTR act: 8; Redox H2O2 prof: -1.0; STAT1 blocker: 1; Hsp70 activator: -0.3; STAT1 activator: 99; STAT3 inh: -28; TLR4 MyD88 comp: -15; NF-kB expr up: 1.1

Results for Cn1c(SCC(=O)c2ccccc2)nc2cccnc21 ?
Efa HMGR inh: -1; STAT3 activator: 84; APP 5'UTR act: 4; Redox H2O2 prof: 2.6; STAT1 blocker: -7; Hsp70 activator: 0.0; STAT1 activator: 107; STAT3 inh: 24; TLR4 MyD88 comp: -4; NF-kB expr up: 1.1

What do the screens show for `O=c1[nH]c(NCCCO)nc2c1C1(CCCC1)Cc1ccccc1-2`?
Efa HMGR inh: -1; STAT3 activator: 102; APP 5'UTR act: 17; Redox H2O2 prof: 0.2; STAT1 blocker: -8; Hsp70 activator: -0.2; STAT1 activator: 106; STAT3 inh: 4; TLR4 MyD88 comp: -6; NF-kB expr up: 1.1

How did CC(C)(C)c1ccc(S(=O)(=O)N2CCCC2C(=O)NC2=NCCS2)cc1 (stereo not drawn) do in these assays?
Efa HMGR inh: -1; STAT3 activator: 91; APP 5'UTR act: -14; Redox H2O2 prof: 1.4; STAT1 blocker: 0; Hsp70 activator: 0.0; STAT1 activator: 100; STAT3 inh: 18; TLR4 MyD88 comp: 16; NF-kB expr up: 0.92

What do the screens show for `O=C(Nc1ccccc1)N1C(=O)C2(OCCO2)c2ccccc21`?
Efa HMGR inh: -3; STAT3 activator: 98; APP 5'UTR act: 4; Redox H2O2 prof: 3.4; STAT1 blocker: -9; Hsp70 activator: -0.1; STAT1 activator: 108; STAT3 inh: 6; TLR4 MyD88 comp: 9; NF-kB expr up: 0.95

What do the screens show for `COCCN(C(=S)Nc1ccc(OC)cc1)C1CCN(C(C)=O)CC1`?
Efa HMGR inh: -2; STAT3 activator: 99; APP 5'UTR act: -5; Redox H2O2 prof: 0.7; STAT1 blocker: -3; Hsp70 activator: -0.2; STAT1 activator: 103; STAT3 inh: -1; TLR4 MyD88 comp: -5; NF-kB expr up: 1.1

Not a retest: an excerpt of the list.
What do the screens show for `CC(C)C(=O)Nc1ccc(C(=O)NNC(=O)C(c2ccccc2)c2ccccc2)cc1`?
Efa HMGR inh: -1; STAT3 activator: 98; APP 5'UTR act: -1; Redox H2O2 prof: -9.3; STAT1 blocker: -1; Hsp70 activator: 0.0; STAT1 activator: 101; STAT3 inh: 10; TLR4 MyD88 comp: -1; NF-kB expr up: 1

What do the screens show for `NS(=O)(=O)c1ccc(CCNC(=O)CCCOc2ccccc2)cc1`?
Efa HMGR inh: -2; STAT3 activator: 97; APP 5'UTR act: -1; Redox H2O2 prof: -0.8; STAT1 blocker: 8; Hsp70 activator: -0.4; STAT1 activator: 92; STAT3 inh: 6; TLR4 MyD88 comp: -19; NF-kB expr up: 0.92

How did CCOC(=O)N1CCN(S(=O)(=O)c2ccc(C(=O)Nc3nc4c(s3)CC(C)CC4)cc2)CC1 (stereo not drawn) do in these assays?
Efa HMGR inh: -8; STAT3 activator: 99; APP 5'UTR act: 12; Redox H2O2 prof: 1.5; STAT1 blocker: -4; Hsp70 activator: 0.0; STAT1 activator: 104; STAT3 inh: 4; TLR4 MyD88 comp: -7; NF-kB expr up: 1.1
